Compound activity (PubChem BioAssay)
KB-V1 MDR tox: KB-V1 MDR subline cytotoxicity; KB-V1 MDR cells viability, CellTiter-Glo, 72 h; Potency, µM (top dose mostly 46.1 µM), for the others: top-dose activity change, negative = cytotoxicity, usual class: cytotoxic; 3.4% of 400,000 active; further: on the % scale 0 is the no-effect control and ±100 the full control effect; nearly all actives have a fitted effect of over 60% in size
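In this primary screen, KB-V1 cells overexpressing P-gp are incubated with library compounds (lowest to highest concentration) for 72 h at 37 degrees C before a luminescent ATP viability read.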
SW480 rereplic: DNA re-replication induction in SW480 cells | SW480 DNA re-replication, Hoechst DNA content imaging, 48 h | AID 624297 | Potency, µM (titrated, usually from 46.1 µM), for the others: top-dose re-replication activation, most hits filed as activators | 1.8% of 340,000 active; further: % of control where 0% means no effect; nearly all actives have a fitted effect of over 55% in size
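Per well, 250 cells were exposed to pinned compound for 48 hr. Nuclear DNA was visualised with Hoechst (40 min, 37 C) and total object intensity recorded by fluorescence scanning.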
KB-3-1 cytotox: kills parental KB-3-1 adenocarcinoma cells; KB-3-1 viability, CellTiter-Glo ATP luminescence, 72 h; 1.4% of 400,000 active; AID 1347075; Potency, µM (titrated, usually from 46.1 µM), inactives show at the top dose activity change, negative = cytotoxic, usual class: cytotoxic; further: on the % scale 0 is the no-effect control and ±100 the full control effect; nearly all actives have a fitted effect of over 60% in size
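72 h, 37 °C compound treatment of KB-3-1 parental cells; CellTiter-Glo added, 10 min, luminescence read. Data corrected against DMSO-only plates and normalized before curve fitting.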
HT1080 IDH1KD tx: kills HT-1080 cells with IDH1 knockdown; HT-1080 IDH1 knockdown viability, ATP luminescence, 48 h; AID 686971; 2% of 360,000 active; Potency, µM (doses to about 46.1 µM), for inactives: at the highest dose activity, negative = toxicity, most hits filed as cytotoxic;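 further: 0% = DMSO wells and -100% = cell-free medium wells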
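Viability of IDH1-knockdown HT-1080 fibrosarcoma cells was assessed by CellTiter-Glo after 48 h at 37 °C with titrated compound; concentration-effect curves were classified by fit quality and response size.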
HT1080NT lethal: kills 2HG-producing HT-1080-NT fibrosarcoma cells | HT-1080-NT fibrosarcoma viability, CellTiter-Glo ATP luminescence, 48 h | Potency, µM (highest dose often 46.1 µM), for inactives: top-dose activity, negative = less viability, hits mostly cytotoxic | 1.6% of 360,000 active;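 further: NT is the 2HG producing partner of a matched IDH1 knockdown line; 0% = DMSO-treated cells and -100% = media-only wells without cells; nearly all actives have a fitted effect of over 55% in size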
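HT-1080-NT; 750 cells/well; 5% FBS RPMI; 48 h compound, 37 degrees C; CellTiter-Glo luminescence; curve fitting and curve-class assignment.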
GLP-1R inv ag: acts as inverse agonist at human GLP-1 receptor; P43220; HEK293 GLP-1R CRE-luciferase, luminescence, 24 h; GLP-1R form is constitutively active; Potency, µM (highest dose often 38.3 µM), for the others: top-dose activity change, negative = inhibition, usual class: inhibitors; 1.6% of 410,000 active; AID 624417; further: on the % scale 0 is the no-effect control and ±100 the full control effect; nearly all actives have a fitted effect of over 55% in size
Target sequence (P43220 whole entry, looked up): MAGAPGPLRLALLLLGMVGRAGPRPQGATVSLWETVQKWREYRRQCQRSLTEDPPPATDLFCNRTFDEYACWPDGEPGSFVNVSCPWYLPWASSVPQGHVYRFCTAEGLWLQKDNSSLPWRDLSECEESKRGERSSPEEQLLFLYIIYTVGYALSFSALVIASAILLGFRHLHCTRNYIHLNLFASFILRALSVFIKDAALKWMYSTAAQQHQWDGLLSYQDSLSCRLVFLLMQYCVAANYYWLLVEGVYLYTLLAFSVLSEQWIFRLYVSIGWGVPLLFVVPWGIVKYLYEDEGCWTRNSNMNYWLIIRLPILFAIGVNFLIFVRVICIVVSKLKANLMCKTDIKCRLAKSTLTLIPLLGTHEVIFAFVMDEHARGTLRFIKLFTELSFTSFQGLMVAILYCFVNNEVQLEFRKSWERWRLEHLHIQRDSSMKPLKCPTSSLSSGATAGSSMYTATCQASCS
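Assay principle: reduced luminescence from a cAMP-responsive reporter in HEK293 cells co-expressing a constitutively active GLP-1R. Conditions: 24 hr compound incubation, 37 deg C, 5% CO2.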
TDP-43 yeast inh: TDP-43 toxicity inhibition in yeast; TDP-43 expressing yeast growth rescue, BacTiter-Glo, 24 h; Potency, µM (doses to about 46.1 µM), without a hit: at the top dose growth rescue (activation), most hits filed as activators; 1.8% of 410,000 active; further: % of control where 0% means no effect; nearly all actives have a fitted effect of over 50% in size
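Galactose-induced TDP-43 yeast, OD600=0.02, compound pinned; 24 hr, 30 deg C; BacTiter-Glo luminescence for growth. Inhibitors of TDP-43 toxicity read as activators.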
HEK293 tox: cytotoxicity in counter-screen for GLP-1R inverse agonists. HEK293 cAMP-luciferase reporter cells, luminescence, 24 h. Potency, µM (highest dose often 38.3 µM), for inactives: at the highest dose activity change, negative = inhibition, hits mostly inhibitors. 0.13% of 410,000 active;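 further: loss of luciferase light is scored as toxicity; on the % scale 0 is the no-effect control and ±100 the full control effect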
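Cells in DMEM/10% Nu serum/1% pen-strep, 1536-well format. Pre-incubated 12 h, dosed with 23 nL compound, incubated a further 24 h. Luciferase detection, 12 min at room temp, luminescence.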
GLP-1R agonist: GLP-1 receptor (human) agonism; HEK293 GLP-1R CRE-luciferase, luminescence, 4-6 h; cells express a hypersensitive GLP-1R form; Potency, µM (highest dose often 45.6 µM), for the others: at the highest dose activation, hits mostly activators; 0.007% of 380,000 active; AID 624172; further: % of control where 0% means no effect
* marks the source's active call; other numbers are inactive results; ? = inconclusive; nt = not tested or not shown; [ ] = dose if it differs, or a comment. The call rests on the fitted dose curve; in most records, active means well fitted curve in the direction sought with a large enough effect; inconclusive means small, poorly fitted or top-dose-only effect, or another doubt; inactive means no such curve, though single readings can be large; an effect the other way counts as inactive or inconclusive. Potency means the concentration at half of the fitted maximal effect.

SMILES	KB-V1 MDR tox	SW480 rereplic	KB-3-1 cytotox	HT1080 IDH1KD tx	HT1080NT lethal	GLP-1R inv ag	TDP-43 yeast inh	HEK293 tox	GLP-1R agonist
CC1=C(C)CC(C(=O)NCc2c(F)cccc2Cl)C(C(=O)O)C1 (centres undefined)	5%	-3%	-4%	18%	14%	2%	-24%	2%	0%
O=C(Nc1cccc(S(=O)(=O)Nc2ccccc2F)c1)c1ccco1	-1%	-6%	-10%	6%	-1%	-12%	25%	9%	0%
COc1ccc(/C=N/n2cnnc2SCCO)cc1OC	12%	-4%	-5%	-1%	-2%	106%[activator]	-7%	-6%	13%
CC(=O)N1CCN(Cc2nc3cc(NC(=O)C4CCCCC4)ccc3n2C)CC1	-9%	-2%	-6%	17%	1%	18%	11%	-6%	-11%
Cc1coc2c1c(C)cc1oc(=O)c(CC(=O)NCC(=O)O)c(C)c12	10%	2%	7%	0%	8%	3%	-8%	3%	0%
CCn1c(-c2nn(-c3ccc(C)cc3)ccc2=O)n[nH]c1=S	14%	-44%[inhibitor]	3%	0%	-3%	3%	-4%	9%	-4%
CCOc1ccc(-c2cc(C(=O)NCCCOC)c3c(-c4ccc(CC)cc4)[nH]nc3n2)cc1	20%	nt	12%	nt	nt	-13%	0%	-8%	nt
C/C(=C\c1ccccc1)CN1CCC(C(=O)N2CCC(C)CC2)CC1	-2%	2%	-9%	-10%	-6%	?	-5%	1%	3%
O=C(Nc1sc2c(c1C(=O)O)CCCC2)c1ccccc1Cl	-6%	16%	?	?	?	?	5%	-10%	1%
COc1ccc(Br)cc1C(=O)Nc1cccc(C)c1	3%	3%	6%	-6%	-3%	3%	14%	-4%	-4%
Cc1ccc(-c2nnn(CC(=O)N(c3cnc4ccccc4c3)C(C(=O)NC3CCCC3)c3ccncc3)n2)o1 (centres undefined)	1%	?	-16%	-2%	21%	-2%	-8%	25%	0%
O=c1c2ccccc2ncn1CCOc1ccccc1[N+](=O)[O-]	-9%	-11%	-16%	0%	-2%	27%	9%	-7%	-6%
CCOc1ccc(-n2c(SCC)nc3c(c2=O)SCC3)cc1	6%	-22%	1%	10%	10%	3%	13%	0%	-5%
Cc1cc2cc(C)c(SCC(=O)NCc3ccco3)nc2cc1C	0%	-4%	-2%	-18%	-20%	-13%	6%	1%	23%
COc1cccc(N2CCN(C(=O)C3CCCN(S(=O)(=O)c4cccc5nsnc45)C3)CC2)c1 (centres undefined)	?	nt	-2%	nt	nt	6%	0%	3%	-2%
C=CCC(c1ccccc1)N(C(C)=O)c1ccco1 (centres undefined)	21%	-7%	0%	9%	23%	?	-12%	0%	8%
CCOc1ccccc1C=NNC(=O)c1cccc2ccccc12	4%	-4%	0%	12%	0%	-8%	25%	-20%	-14%
COc1ccc(OCc2n[nH]c(=S)n2Cc2ccco2)cc1	-18%	0%	-4%	-10%	-4%	-4%	27%	-21%	2%
COc1ncnc2c1ncn2CCCN(CCCc1ccccc1)CCCn1cnc2c(OC)ncnc21	9%	nt	11%	8%	-12%	18%	0%	-4%	-1%
CN(C)c1ccc(C(CNS(=O)(=O)c2ccc(Br)cc2)N2CCCC2)cc1 (centres undefined)	11%	nt	-3%	nt	nt	-4%	4%	5%	nt
O=c1cnnc(N/N=C/c2ccccn2)[nH]1	-10%	?	?	1.3µM*	?	?	?	?	-2%
N/C(=C/C(=O)c1ccccc1O)C(F)(F)F	?	-3%	18%	10%	12%	11%	-4%	-11%	2%
CCOC(=O)c1ccc(CNC(=O)Cn2nnc(-c3ccc(C)cc3)n2)o1	-13%	-4%	1%	-16%	-17%	-2%	-11%	2%	-3%
COc1ccc(C/C(C)=N/NC(=O)C2COc3ccccc3O2)cc1 (centres undefined)	-11%	5%	2%	-4%	-2%	-19%	11%	2%	1%
CCC(O)C1CCN(Cc2cn(-c3ccc(OC)cc3)nc2-c2cccc(F)c2)CC1 (centres undefined)	?	9%	-1%	15µM*	?	-23%[7.66 µM]	6%	-1%[7.66 µM]	0%
The results go on:
SMILES	KB-V1 MDR tox	SW480 rereplic	KB-3-1 cytotox	HT1080 IDH1KD tx	HT1080NT lethal	GLP-1R inv ag	TDP-43 yeast inh	HEK293 tox	GLP-1R agonist
COC(=O)c1ccc(OCC(O)Cn2nnc3ccccc32)cc1 (centres undefined)	23µM*	-6%	0%	-3%	-3%	-6%	16%	1%	1%
COc1ccc(-c2cc3nc(C4CCN(C(=O)OC(C)(C)C)CC4)c(C(=O)Nc4cc(C)cc(C)c4)cn3n2)cc1	20%	nt	3%	nt	nt	1%	0%	1%	nt
Cc1ccc(CN(C)C(=O)C2CCC(=O)N(C3CCCCCC3)C2)cc1 (centres undefined)	-5%	0%	-7%	1%	8%	-12%	2%	-7%	18%
C=CCn1nc2ccccc2c1OCCO	?	3%	19%	3%	5%	6%	4%	0%	-7%
O=C(C1CCC(Cn2c(=O)c3sccc3n(Cc3ccc(F)cc3)c2=O)CC1)N1CCOCC1 (centres undefined)	13%	nt	1%	nt	nt	-6%	-12%	-11%	nt
COc1cc(OC)c(NS(=O)(=O)c2c(C(=O)N3CCCCCC3)c(C)n(C)c2C)cc1Cl	3%	nt	-1%	nt	nt	7%	14%	2%	nt
O=C(Nc1ccc2cn[nH]c2c1)c1ccccc1F	-16%	-19%	27%	8%	11%	-10%	0%	8%	3%
CCCSc1cc(Cl)nc(N)n1	3%	3%	4%	4%	14%	93%[activator]	3%	3%	29%
C=C1CCN([C@@H](Cc2ccccc2)C(=O)NCc2ccccc2)S(=O)(=O)c2ccccc21	0%	-6%	2%	0%	0%	?	10%	-4%	3%
CN(CC(=O)N1CCN(c2cccc(Cl)c2)CC1)S(=O)(=O)c1cnc[nH]1	0%	-48%[inhibitor]	21%	5%	6%	-4%	-8%	-10%	-13%
COc1ccc(C)cc1S(=O)(=O)Nc1cccc(Cl)c1	-9%	-2%	-13%	-16%	-18%	-50%	28%	16%	0%
COc1ccc(NC(=O)CN(C)C(=O)c2ccc(N3CCCCC3)c([N+](=O)[O-])c2)cc1	?	4%	-23%	-2%	-1%	?	?	-16%	2%
O=C(c1cccc(S(=O)(=O)Nc2cccc(C(F)(F)F)c2)c1)N1CCCCC1	-2%	?	-1%	3%	1%	14%	-3%	12%	-5%
CCOc1ccc(CNCc2c(C(=O)O)c(C)n(Cc3c(F)cccc3Cl)c2C)cc1OC	?	nt	2%	nt	nt	5%	-6%	1%	nt
CCCCC(NS(=O)(=O)c1ccc(C)cc1)C(=O)Oc1ccc2c3c(c(=O)oc2c1)CCC3 (centres undefined)	0%	-12%	8%	21%	8%	3%	-3%	-1%	-10%
O=C(NCCCN1CCN(c2cccc(Cl)c2)CC1)c1cnn(-c2ccc(F)cc2)c1-n1cccc1	?	nt	?	nt	nt	?	7%	?	-1%
Cc1cccn2c(=O)nc(SCC(=O)Nc3cccc4ccccc34)nc12	-3%	-2%	0%	10%	15%	65%[activator]	23%	-2%	-1%
CC1Cc2cc(S(=O)(=O)N3CCC(C(N)=O)CC3)ccc2N1C(=O)C1CC1 (centres undefined)	-2%	-14%	0%	0%	8%	93%[activator]	-2%	2%	-4%
O=C(N/N=C/c1sc(=O)n(Cc2ccc(Br)cc2)c1Cl)c1ccco1	-6%	-30%[inhibitor]	?	-10%	-23%	?	-5%	?	0%
Cc1ccc(S(=O)(=O)N2CCN(S(=O)(=O)c3ccc(C)cc3)C2)cc1	?	-17%	7%	-1%	13%	8%	24%	-1%	-9%
CNC(=O)c1ccccc1S(=O)c1ccccc1COC(C)=O (centres undefined)	0%	-11%	9%	5%	24%	1%	5%	-8%	-1%
C#CCOCCOCCOCCNc1nc(N2CCN(C(=O)[C@H](CCC(=O)O)n3cc([C@@H](N)[C@H](C)CC)nn3)CC2)nc(N2CCN(C(=O)[C@H](CCCCN)n3cc([C@@H](N)CC(N)=O)nn3)CC2)n1	0%	-11%	0%	9%	4%	1%	0%	4%	1%
O=C(Nc1nccs1)C1=COCCO1	2%	-2%	16%	21%	3%	1%	27%	-6%	0%
CC(=O)c1ccc(N2CCN(Cc3cc(=O)n4c(-c5ccccc5)csc4n3)CC2)cc1	-15%	?	-30%	-18%	?	-27%	2%	2%	22%
CN1CCN(c2cc(N3CCN(C(=O)c4ccco4)CC3)c3c4c(onc24)-c2ccccc2C3=O)CC1	3%	0%	-24%	-23%	?	?	-23%	?	10%
COc1cccc(-c2cnc(C(O)c3cc(F)cc(Cl)c3)[nH]2)c1 (centres undefined)	-6%	nt	-7%	-18%	-19%	-19%	24%	15%	4%
CCOc1ccc(Br)cc1CNc1ccc2c(c1)OCCO2	-28%	-6%	-9%	-9%	-4%	-11%[0.307 µM]	?	8%[0.307 µM]	9%
COc1ccc(-c2nc(SCC(=O)N(CC(C)C)c3c(N)n(Cc4ccccc4)c(=O)[nH]c3=O)n[nH]2)cc1	-26%	-84%[inhibitor]	-3%	-11%	-15%	8%	-6%	-3%	11%
O=C(NCCC1=CCCCC1)c1ccc(Cl)c(S(=O)(=O)N2CCCCC2)c1	0%	16%	0%	?	-11%	3.5µM*	9%	2%	8%
Cc1cc(NC(=O)CSc2nc3sc4c(c3c(=O)n2C)CCCC4)no1	0%	17%	-7%	-3%	1%	6%	-27%	1%	-7%

Complete entries as entered above. Order of screens: KB-V1 MDR tox | SW480 rereplic | KB-3-1 cytotox | HT1080 IDH1KD tx | HT1080NT lethal | GLP-1R inv ag | TDP-43 yeast inh | HEK293 tox | GLP-1R agonist
Results for `C=C1CCN([C@@H](Cc2ccccc2)C(=O)NCc2ccccc2)S(=O)(=O)c2ccccc21` → 0% | -6% | 2% | 0% | 0% | ? | 10% | -4% | 3%
Results for `CNC(=O)c1ccccc1S(=O)c1ccccc1COC(C)=O` (centres undefined) → 0% | -11% | 9% | 5% | 24% | 1% | 5% | -8% | -1%
Results for `O=C(N/N=C/c1sc(=O)n(Cc2ccc(Br)cc2)c1Cl)c1ccco1` → -6% | -30%[inhibitor] | ? | -10% | -23% | ? | -5% | ? | 0%
Results for `CCOc1ccc(CNCc2c(C(=O)O)c(C)n(Cc3c(F)cccc3Cl)c2C)cc1OC` → ? | nt | 2% | nt | nt | 5% | -6% | 1% | nt
Results for `CN(CC(=O)N1CCN(c2cccc(Cl)c2)CC1)S(=O)(=O)c1cnc[nH]1` → 0% | -48%[inhibitor] | 21% | 5% | 6% | -4% | -8% | -10% | -13%

The order is random; overall some 9.4% were active at least once.
